Screening data deposited in PubChem by Broad Institute.
S100A4 MyoIIA: blocks human S100A4 binding to myosin IIA peptide; P26447; S100A4/TAMRA-MyoIIA peptide fluorescence polarization; inhibition, % at 10.7 µM; actives 0.14% (n = 360,000); AID 652163;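 active = mean inhibition of at least 70% across replicates, with every replicate also reaching that level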
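Test system: S100A4 monomer protein; Medium: HEPES pH 7.2 with CaCl2, KCl, NaCl, DTT, Triton; Probe or stimulus: TAMRA-labelled myosin IIA heavy-chain peptide probe, 5 nM; Doses: one dose per compound; Times: polarization read 5 min after assay mix addition, stable 5–60 min; Benchmarks: neutral control DMSO, positive control TFP.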
LGR2 inh: inhibitors of bursicon-induced Drosophila LGR2 receptor cAMP signaling. actives 0.35% (n = 380,000). AID 720647. inhibition, % at 9.99 µM. HEK293 LGR2, CRE-luciferase, bursicon-stimulated, 4 h;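 active = drop in luminescence signal, shown as inhibition above about 50% in the replicate tests, limit read from the data, passing the limit was not always enough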;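 also: agonist challenge used bursicon conditioned medium at about half maximal strength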
PGC1a acetyl inh: PGC1a acetylation modulation, inhibitor mode | AID 651687 | inhibition, % at 15.6 µM | U2OS PGC1a acetylation, AlphaScreen anti-acetyl-lysine; with virally co-expressed GCN5 acetyltransferase | actives 0.17% (n = 350,000);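 active = every replicate shows inhibition of at least 40%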;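 also: 0% = neutral control wells and 100% = positive control wells; some results beyond the cut were filed as inactive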
Cneo AK release: Cryptococcus neoformans lysis via adenylate kinase release | lysis activity, % at 15 µM | actives 0.2% (n = 360,000) | C. neoformans lysis, adenylate kinase release luminescence, 4 h; normalised: neutral wells 0, clomiphene wells 100 | AID 651654;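 active = mean lysis activity across replicates of at least 80%, whatever share of replicates individually reach that level; inactive = mean lysis activity below 80%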
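Assay system: C. neoformans cells. Amount: yeast cell density of 5 × 10^6 cells/mL. Technique: AK luminescence. Buffer or medium: YPD. Times: static 4 h at 37 °C with compound, 1 h detection. Dosing: single-point compound dose. Read-out: lysis from increased AK signal.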
SIRT5 block: blocks human SIRT5 desuccinylation of peptide; Q9NXA8; actives 1.1% (n = 330,000); inhibition, % at 15 µM; Purified SirT5, succinyl-peptide AMC, trypsin-coupled fluorescence; in the data active = inhibition above about 15%
Xi reactivation: activators of X-chromosome reactivation in mouse fibroblasts; XiGFP mouse fibroblasts, % GFP-positive cells imaging, 3 d; cells co-treated with 5-aza-dC sensitizer; scaled so ellipticine positive control = 100%; activation, % at 7.58 µM; actives 0.055% (n = 360,000); AID 743238;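 active = mean normalized replicate activation at least 10% and every replicate at or above 10%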;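 also: 0% = median of on-plate neutral control wells and 100% = ellipticine 6 µM median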
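System: 68-5-11 XiGFP fibroblast line; Timing: 3 days compound exposure; Compound dosing: one concentration, pinned; Benchmarks: positive control ellipticine, 6 µM final; Buffer or medium: DMEM containing 5-aza-dC.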
Statin myotox sup: protects C2C12 myotubes from simvastatin toxicity; ATP luminescence, 48 h; scaled: DMSO 0, geranylgeraniol control 100; rescue of ATP level, % at 7.49 µM; actives 0.78% (n = 330,000);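 active = mean ATP rescue above about 67%, or every replicate alone reaching that limit, limit read from the data, passing the limit was not always enough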;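 also: myotubes were challenged with 10 µM simvastatin during compound exposure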
ERAP1 inh: blocks human ERAP1 aminopeptidase activity; AID 652197; inhibition, % at 10.7 µM; actives 0.15% (n = 340,000); recombinant ERAP1, Leu-AMC fluorescence, 60 min;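 active = mean replicate inhibition of at least 30%, or all replicates individually reaching that 30% level; inactive = mean below 30% and not every replicate reaching it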;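 also: 0% = neutral control wells and 100% = L-leucinethiol positive control wells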
Target sequence (Q9NZ08 whole entry, looked up): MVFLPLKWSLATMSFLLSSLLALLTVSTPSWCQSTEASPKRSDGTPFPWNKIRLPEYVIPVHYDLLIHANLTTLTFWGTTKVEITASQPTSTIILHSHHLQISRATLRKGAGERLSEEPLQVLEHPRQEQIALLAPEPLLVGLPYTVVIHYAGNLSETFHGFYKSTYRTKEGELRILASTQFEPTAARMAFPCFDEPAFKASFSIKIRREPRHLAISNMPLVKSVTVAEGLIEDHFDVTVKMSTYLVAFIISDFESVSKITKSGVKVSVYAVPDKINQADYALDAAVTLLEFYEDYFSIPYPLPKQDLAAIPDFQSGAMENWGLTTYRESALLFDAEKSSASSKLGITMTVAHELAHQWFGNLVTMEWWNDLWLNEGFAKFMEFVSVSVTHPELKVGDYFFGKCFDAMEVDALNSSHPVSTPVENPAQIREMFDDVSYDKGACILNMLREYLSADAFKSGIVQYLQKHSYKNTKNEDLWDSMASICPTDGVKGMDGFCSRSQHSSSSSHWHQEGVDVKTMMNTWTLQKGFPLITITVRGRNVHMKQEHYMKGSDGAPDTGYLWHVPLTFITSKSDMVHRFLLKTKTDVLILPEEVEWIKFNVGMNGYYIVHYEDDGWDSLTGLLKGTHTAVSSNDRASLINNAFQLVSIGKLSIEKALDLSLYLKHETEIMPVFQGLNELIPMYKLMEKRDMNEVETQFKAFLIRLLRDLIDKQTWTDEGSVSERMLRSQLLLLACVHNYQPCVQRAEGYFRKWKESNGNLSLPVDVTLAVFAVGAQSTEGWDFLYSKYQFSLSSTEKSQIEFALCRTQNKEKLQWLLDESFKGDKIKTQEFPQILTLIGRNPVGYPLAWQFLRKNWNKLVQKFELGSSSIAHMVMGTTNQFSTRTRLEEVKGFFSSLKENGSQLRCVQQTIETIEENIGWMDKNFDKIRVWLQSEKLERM
The depositor's hits bear a star; / = not tested or not shown; & = joins results of further samples. These rows are one share of the data; rates above refer to the full screens.

SMILES	S100A4 MyoIIA	LGR2 inh	PGC1a acetyl inh	Cneo AK release	SIRT5 block	Xi reactivation	Statin myotox sup	ERAP1 inh
O=C(CN(c1ccc2c(c1)OCCO2)S(=O)(=O)c1ccccc1)Nc1ccc2c(c1)OCO2	/	-10	-10	-1	/	/	-5	/
Cc1ccnc(Cc2ccccc2)n1	14	7	-5	-3	-1	0.0	11	-4
Cc1cc(C)cc(N2C(=O)CC(Cn3nc(C)cc3C)C2=O)c1 (configuration not stated)	1	-5	-4	2	-2	0.0	/	5
O=C(NCc1ccco1)C1CCCN(S(=O)(=O)Cc2ccccc2)C1 (configuration not stated)	/	12	-2	-1	/	/	6	/
CC(C)n1nc(C(=O)Oc2ccc(Cl)cc2)c2ccccc2c1=O	/	19	9	1	/	0.0	/	/
CCCOc1ccc(NC2=CC(=O)CC(C)(C)C2)cc1	-5	9	7	2	0	/	-17	-2
O=C(CCS(=O)(=O)c1ccc(Br)cc1)NC1CCCCCC1	0	0	1	1	5	-0.1	8	-1
CCN1C(=O)[C@H]2[C@H]3CN=C(SCc4ccc(Cl)cc4)N3[C@@](Cc3ccccc3)(C(=O)OC)[C@H]2C1=O	0	17	7	1	3	0.4	-14	-2
CCCC(C)NC(=O)COC(=O)c1cccc(NS(C)(=O)=O)c1 (configuration not stated)	1	0	-2	-7	0	-0.1	20	-1
Cc1cccc2c(C(=O)O)c3cccc(C)c3nc12	-5	-11	/	/	-12	-0.1	/	/
O=C(CSc1ccc2nnc(-c3cccnc3)n2n1)Nc1ccccc1	-2	4	/	2	0	0.0	/	5
O=C(NC1CCCCC1)N[C@@H]1CC[C@@H](CC(=O)N2CCOCC2)O[C@@H]1CO	9	36	2	-2	1	-0.1	-2	0
CCC1CCCCN1S(=O)(=O)c1ccc(NC(=O)c2cccnc2)cc1 (configuration not stated)	-4	8	/	0	1	0.0	-3	1
O=C(C1COc2ccccc2O1)N1CCCCC1 (configuration not stated)	-8	-6	/	0	-4	0.1	-3	0
COc1ccccc1N=Nc1ccc(O)c2ncccc12	-8	-21	13	-8	3	0.5	-24	2
N#Cc1c(-c2cccs2)nc(SCC(=O)c2ccc(Br)cc2)[nH]c1=O	-12	/	-16	1	7	0.0	10	1
CN(CCC1CCCCO1)C(=O)CCc1nnc(Cc2c[nH]c3ccccc23)o1 (configuration not stated)	-6	-6	-4	1	-3	0.0	-10	-5
COc1cccc(CNCc2cccnc2)c1OCc1ccccc1	-2	3	6	1	-2	0.0	-4	-3
COc1ccc(C(C)(NC(C)=O)c2nc(-c3ccccc3OC)cs2)cc1 (configuration not stated)	-1	-13	/	-1	-7	0.0	-1	0
Nc1cccc(Oc2ccc3c(c2)C(=O)N(CC2CCCO2)C3=O)c1 (configuration not stated)	-2	/	/	0	/	0.0	7	-2
C[C@@H]1CN([C@@H](C)CO)C(=O)c2cc(NC(=O)CCCCCC(=O)Nc3ccccc3N)ccc2O[C@@H]1CN(C)C	-1	-7	7	/	/	-1.2	/	-2
C/C=C/c1cnc2c(c1)C(=O)N([C@@H](C)CO)C[C@@H](C)[C@H](CN(C)C(=O)Nc1ccc(C(F)(F)F)cc1)O2	5	17	-1	1	0	0.2	7	-1
COCC#Cc1ccc([C@H]2[C@@H](CO)N3C(=O)CN(C(=O)C4CCC4)C[C@H]23)cc1	2	0	-3	/	-1	0.0	/	0
COC(=O)Cc1cc(=O)[nH]c(/N=C(\N)Nc2cccc(C)c2)n1	2	-7	/	/	-4	0.0	/	0
CNC(=O)CSc1nnc(COc2ccc(Cl)cc2)n1CCOC	/	-2	1	0	/	/	0	/
Cn1nnnc1SCC(=O)c1cccs1	/	-14	-5	3	/	/	-1	/
O=C(NC(=O)N1CCN(c2cccc(Cl)c2)CC1)c1ccc(Cl)cc1	-1	5	-2	-1	-4	0.2	0	-1
COc1ccc(NC(=O)N(C)C[C@@H]2Oc3c(NS(=O)(=O)c4ccc(OC)cc4)cccc3C(=O)N([C@H](C)CO)C[C@@H]2C)cc1	6	-3	13	-2	3	0.0	-6	1
COc1ccc(C(=O)C2CCCN(C(=O)C3CCOCC3)C2)c(C)c1 (configuration not stated)	2	-13	/	/	4	0.0	/	5
COc1ccc(NC(=O)C2Cc3c(-c4cccc(C(N)=O)c4)ccnc3O2)cc1 (configuration not stated)	-10	-3	-1	3	/	0.2	1	0
Cc1cccc(C)c1NC(=S)N(Cc1ccccc1)Cc1cccs1	-2	0	/	2	-1	0.0	-22	-2
O=C1CCC(c2ccccc2)(C2CCN(Cc3ccccc3)CC2)C(=O)N1 (configuration not stated)	-3	-1	7	-2	-5	-0.1	-2	-3
C[C@@H]1CN([C@H](C)CO)S(=O)(=O)c2ccc(C#Cc3ccc(F)cc3)cc2O[C@H]1CN(C)S(C)(=O)=O	15	0	-1	-4	10	0.2	-15	1
COc1ccc(C(=O)/C=C/c2cc(C(=O)O)cc3c2OCOC3)c(O)c1	17&-1	-1	-9	-10&-9	0	-0.5	11	0
COC(=O)CN(c1ccc(C)cc1)S(=O)(=O)c1ccc(F)cc1	0	/	-9	/	-2	0.0	/	-2
COc1ccc(-c2cc(=O)oc3cc(OCC(=O)N4CCOCC4)ccc23)cc1	-4	-8	-7	/	-1	0.1	1	0
CC(=O)N1CCC2(CC1)C/C(=N\NC(=S)Nc1ccc(C)cc1)c1cc(O)ccc1O2	1	-20	11	2	-1	-0.1	19	2
Cc1noc(C)c1CSc1ccccc1C(=O)OC(C)C(N)=O (configuration not stated)	-4	-3	-21	2	-1	0.4	3	-1
Cc1ccc(C(CC(=O)O)NC(=O)CN2C(=O)c3ccccc3C2=O)cc1 (configuration not stated)	-2	-3	-2	1	-7	0.2	18	3
COc1ccccc1Nc1c([N+](=O)[O-])cc(C)cc1[N+](=O)[O-]	-2	0	/	/	-1	0.0	/	0

Single records, from the list above. Values in the order: S100A4 MyoIIA, LGR2 inh, PGC1a acetyl inh, Cneo AK release, SIRT5 block, Xi reactivation, Statin myotox sup, ERAP1 inh
`CNC(=O)CSc1nnc(COc2ccc(Cl)cc2)n1CCOC` is entered as /, -2, 1, 0, /, /, 0, /
`COc1ccc(-c2cc(=O)oc3cc(OCC(=O)N4CCOCC4)ccc23)cc1` is entered as -4, -8, -7, /, -1, 0.1, 1, 0
`Cn1nnnc1SCC(=O)c1cccs1` is entered as /, -14, -5, 3, /, /, -1, /

The listing continues:
SMILES	S100A4 MyoIIA	LGR2 inh	PGC1a acetyl inh	Cneo AK release	SIRT5 block	Xi reactivation	Statin myotox sup	ERAP1 inh
Cc1cccc(CS(=O)(=O)Cc2ccc(C(=O)NCc3ccccc3)o2)c1	-3	5	-27	-5	0	0.2	30	0
O=C(O)c1ccc(-n2c(O)c(C=C3N=c4ccccc4=N3)sc2=S)cc1	-1	2	-2	-2	12	0.0	19	-2
CS(=O)(=O)c1nc(S(=O)(=O)c2ccc(Cl)cc2)c(N2CCC(C(N)=O)CC2)s1	0	12	-2	1	-1	0.0	51	-1
Cc1cc(-c2nc(C)c(C(=O)NNS(=O)(=O)c3ccc(Cl)cc3Cl)s2)no1	-3	/	9	0	-1	0.2	-10	-1
CN1CCN(C(=O)C[C@H]2C[C@@H]3c4cc(NS(C)(=O)=O)ccc4O[C@@H]3[C@@H](CO)O2)CC1	8	-27	2	2	2	0.3	7	-3
CCOC(=O)c1ccccc1NC(=S)N1CCCCC1	-2	14	/	/	3	-0.1	/	3
CCc1ccc(NC(=O)NCc2ccc3c(c2)OCO3)cc1	0	5	/	5	0	0.1	-10	1
CCNC(=O)C[C@@H]1CC[C@H]2[C@@H](COc3ccc(NC(=O)c4cccs4)cc3C(=O)N2C)O1	-1	3	6	-3	-7	0.1	0	0
CO[C@@H]1CN(C)C(=O)c2cc(NC(=O)Cc3ccccc3)ccc2OC[C@@H](C)N(C(C)=O)C[C@@H]1C	14	9	-5	0	1	0.3	7	0
C/C(CC(=O)Nc1ccc(C)c(Cl)c1)=N\NC(=O)c1ccncc1	3	/	/	/	-5	0.0	/	1

Just LGR2 inh and S100A4 MyoIIA (3 entries from above):
compound | LGR2 inh | S100A4 MyoIIA
Cc1cc(-c2nc(C)c(C(=O)NNS(=O)(=O)c3ccc(Cl)cc3Cl)s2)no1 | / | -3
CN1CCN(C(=O)C[C@H]2C[C@@H]3c4cc(NS(C)(=O)=O)ccc4O[C@@H]3[C@@H](CO)O2)CC1 | -27 | 8
CCOC(=O)c1ccccc1NC(=S)N1CCCCC1 | 14 | -2

(continued)
SMILES	S100A4 MyoIIA	LGR2 inh	PGC1a acetyl inh	Cneo AK release	SIRT5 block	Xi reactivation	Statin myotox sup	ERAP1 inh
CCCNC(=O)C[C@@H]1CC[C@@H]2[C@H](COc3ccc(NC(=O)NCCC)cc3C(=O)N2C)O1	-1	0	1	/	1	0.0	/	0
Fc1ccc(-c2ccc3c(n2)CCCN3Cc2ccccn2)cc1	-4	-40	/	/	/	-0.1	/	-4
Cc1cccc(C(=O)OCC(=O)N2CCCCCC2)c1	-1	-45	6	1	1	0.3	-5	-2
CCOc1ccc2[nH]cc(-c3csc(N)n3)c2c1	-6	-7	-3	0	-3	0.1	-6	-2
Cc1cc(C)cc(NC(=S)N(CCN(C)C)C(C)c2cccnc2)c1 (configuration not stated)	0	4	1	/	5	0.1	/	-6
CO[C@@H]1CN(C)C(=O)c2cc(NC(=O)c3cnccn3)ccc2OC[C@@H](C)N(C(=O)C2CC2)C[C@@H]1C	9	-6	2	-64	2	0.4	-7	2
